Assay outcomes deposited in PubChem BioAssay by The Scripps Research Institute Molecular Screening Center.
ASK1 primary: ASK1 kinase inhibitors, primary screen, biochemical, AlphaScreen. Mitogen-activated protein kinase kinase kinase 5 (Homo sapiens), Q99683. AlphaScreen MKK6 phosphorylation by ASK1, luminescence. actives 0.99% (n = 22,000). inhibition, % at 7.44 µM; in the data active means inhibition above about 35%;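 further: 0% = median of compound wells and 100% = no enzyme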
Target sequence (Q99683 whole entry, looked up): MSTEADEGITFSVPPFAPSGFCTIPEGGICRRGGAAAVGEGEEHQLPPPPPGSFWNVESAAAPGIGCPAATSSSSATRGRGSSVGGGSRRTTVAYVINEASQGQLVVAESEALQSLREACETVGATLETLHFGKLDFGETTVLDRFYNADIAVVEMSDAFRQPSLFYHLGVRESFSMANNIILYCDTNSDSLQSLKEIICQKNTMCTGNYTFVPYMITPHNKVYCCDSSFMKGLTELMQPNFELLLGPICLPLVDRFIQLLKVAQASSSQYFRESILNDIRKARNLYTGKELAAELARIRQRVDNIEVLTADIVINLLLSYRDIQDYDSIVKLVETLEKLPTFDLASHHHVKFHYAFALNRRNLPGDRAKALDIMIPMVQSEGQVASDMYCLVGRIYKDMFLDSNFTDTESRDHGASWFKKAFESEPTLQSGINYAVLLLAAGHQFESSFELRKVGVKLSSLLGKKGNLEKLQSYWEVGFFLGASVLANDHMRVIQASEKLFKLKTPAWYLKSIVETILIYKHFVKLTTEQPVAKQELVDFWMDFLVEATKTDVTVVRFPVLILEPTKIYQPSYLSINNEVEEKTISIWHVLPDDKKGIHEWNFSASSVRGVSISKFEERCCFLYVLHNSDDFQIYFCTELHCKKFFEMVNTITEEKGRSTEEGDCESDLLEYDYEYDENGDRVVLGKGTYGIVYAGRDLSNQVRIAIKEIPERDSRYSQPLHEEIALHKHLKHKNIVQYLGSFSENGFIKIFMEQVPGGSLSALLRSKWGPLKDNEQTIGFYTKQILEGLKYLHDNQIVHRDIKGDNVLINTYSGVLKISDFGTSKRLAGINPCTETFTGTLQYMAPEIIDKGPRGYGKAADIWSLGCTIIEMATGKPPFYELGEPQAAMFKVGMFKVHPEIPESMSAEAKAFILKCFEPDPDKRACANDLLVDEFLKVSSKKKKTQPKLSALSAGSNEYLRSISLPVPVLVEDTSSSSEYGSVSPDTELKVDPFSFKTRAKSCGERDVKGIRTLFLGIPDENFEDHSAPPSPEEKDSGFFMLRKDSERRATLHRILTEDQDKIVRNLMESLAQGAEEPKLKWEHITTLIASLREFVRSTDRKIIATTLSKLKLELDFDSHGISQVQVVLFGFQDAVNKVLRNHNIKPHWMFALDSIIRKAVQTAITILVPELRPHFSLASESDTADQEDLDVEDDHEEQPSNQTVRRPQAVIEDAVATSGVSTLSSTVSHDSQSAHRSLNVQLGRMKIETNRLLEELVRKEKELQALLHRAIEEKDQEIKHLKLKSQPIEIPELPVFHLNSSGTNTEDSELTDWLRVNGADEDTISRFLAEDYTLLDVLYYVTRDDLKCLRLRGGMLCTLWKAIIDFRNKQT
ULK1 primary: ULK1 kinase inhibitors, primary screen, biochemical, AlphaScreen. Serine/threonine-protein kinase ULK1 (Homo sapiens), O75385. AlphaScreen Atg13 phosphorylation by ULK1, luminescence. inhibition, % at 5.96 µM. actives 1.9% (n = 30,000). AID 1259251, 2017; in the data active means inhibition above about 43%;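 further: 0% = median of compound wells and 100% = no enzyme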
* marks the source's active call; other numbers are inactive results; / = not tested or not shown.

SMILES	ASK1 primary	ULK1 primary
CC(=O)N1CCC(N2CCN(c3ccc(F)cc3)CC2)CC1	/	-2
O=C(NCCN1CCOCC1)c1ccc(-n2ncc3ccc(-c4ncn[nH]4)cc32)cc1	-9	4
Cc1cnc(NCc2cccnc2)nc1NC1CCN(Cc2ccccc2)CC1	-4	1
O=C(Nc1ccc2[nH]ncc2c1)[C@H]1C[C@H](O)CN1C(=O)Nc1ccc(Cl)cc1	3	4
CCOC(=O)C1CCN(Cc2ccc3c(c2)CCO3)CC1	/	-2
Cc1cc(Cl)ccc1OCC(=O)N1CCNc2cc(-c3ccncc3)cnc21	2	-5
CC(C)n1cnc2c(Nc3ccc(N4CCOCC4)cc3)nc(-c3ccc(C(N)=O)cc3)nc21	10	63*
COc1ccc(-c2nc(NCCO)c3ncn(C(C)C)c3n2)cn1	-7	10
O=C(NC1CC1)c1ccc2nc(Nc3ccc4ncccc4c3)sc2c1	4	5
COc1cccc(CNC(=O)CNc2ccc(-c3ccnc(N)n3)cc2C(=O)N2CCOCC2)c1	-4	1
Nc1cccc(-c2cc(Nc3ccccc3)nc(N)n2)c1	1	-12
COc1cc(NC(=O)c2cc(NCCCN3CCCC3=O)nc3ccccc23)cc(OC)c1OC	-2	-6
CC(C)n1cnc2c(NCCO)nc(Nc3ccccn3)nc21	-8	9
COc1cc2nc(Nc3cc(OC)c(OC)c(OC)c3)nc(Nc3ccc4c(c3)OCO4)c2cc1OC	16	-40
CN1CCN(c2ccc(-c3cccc(C(=O)NCc4nc5ccccc5[nH]4)n3)cc2)CC1	-2	-28
Cc1cc(NCCCN2CCCC2=O)nc(N2CCc3ccccc3C2)n1	5	-3
CCN(CC)C(=O)C1CCCN(c2nc(NCc3cccnc3)c3ncn(C4CCCCC4)c3n2)C1 (configuration not stated)	-2	-7
FC(F)(F)c1cccc(CNc2ccnc(NC3CCN(Cc4ccccc4)CC3)n2)c1	-2	-17
CCCN1C(=O)C(C)(C)COc2cc(NC(=O)c3c(F)cccc3Cl)ccc21	/	1
Oc1ccc(CCNc2nc(NCc3cccnc3)nc3c2ncn3-c2ccsc2)cc1	-4	-2
O=C(NCc1nc2ccc(-c3ccncc3)cc2[nH]1)c1cccs1	0	-4
CC(=O)Nc1ccc(NC(=O)c2ccc3nc(Nc4ccc5ncccc5c4)sc3c2)cc1	34	-28
CCCNc1nc(Nc2nccc3ccccc23)nc2c1ncn2-c1ccccc1	-3	2
CN(C)c1cccc(Nc2ccc(N3CCC(C(=O)Nc4ccc(N5CCOCC5)cc4)CC3)nn2)c1	17	14
CCOC(=O)N1CCN(C(=O)CN(C)S(=O)(=O)c2ccc(Br)cc2)CC1	/	-4
SMILES	ASK1 primary	ULK1 primary
OCC1CCCN1c1nc(NCc2cccc(C(F)(F)F)c2)c2[nH]cnc2n1 (configuration not stated)	4	-38
COc1cc(Nc2nc(Nc3cnccn3)nc3c2ncn3CCN2CCCC2=O)cc(OC)c1OC	-5	6
Cc1cnc(Nc2cnccn2)nc1NCCN1CCOCC1	-9	-12
COc1ccc(CCNC(=O)C2CCN(c3ccc(Nc4ccccc4)nn3)CC2)cc1	-9	6
COc1ccccc1OCc1nc2ccc(-c3cn[nH]c3C)cc2c(=O)[nH]1	25	3
CC(C)CN1Cc2ccccc2C[C@@H]1C(=O)Nc1cc(F)c(-c2cn[nH]c2)cc1OCCN(C)C	14	-44
CCCNC(=O)c1ccnc(NCC)c1	-1	13
Clc1ccc(-c2cnc(N3CCOCC3)nc2)cc1	/	-3
COc1ccc(CCNC(=O)c2ccnc(Nc3cc(OC)c(OC)c(OC)c3)c2)cc1	-2	0
CC(=O)Nc1ccc(Nc2nc(NC3CCN(Cc4ccccc4)CC3)nc3c2ncn3Cc2ccc(C(F)(F)F)cc2)cc1	13	-28
NC(=O)c1cc(Nc2ccc(N3CCOCC3)cc2)nc2ccccc12	-3	-2
O=C(NCCO)c1csc(-c2csc3ccccc23)n1	9	0
CC(=O)Nc1ccc(Nc2nc(N3CCC(N4CCOCC4)CC3)nc3c2ncn3C(C)C)cc1	3	16
CC(=O)Nc1ccc(Nc2nc(Nc3nccc4ccccc34)ncc2C)cc1	5	19
CCC1=C[C@H]2CN(C1)Cc1c([nH]c3ccccc13)[C@@](C(=O)OC)(c1cc3c(cc1OC)N(C)[C@H]1[C@@](O)(C(=O)OC)[C@H](OC(C)=O)[C@]4(CC)C=CCN5CC[C@]31[C@@H]54)C2	/	6
COc1ccc(C[C@@H](N)c2nc3ccc(-c4cn[nH]c4)cc3c(=O)[nH]2)cc1OC	23	8
CC(C)c1nc2ccc(-c3cnn(-c4cccc(N5CCOCC5)c4)c3)cc2c(=O)[nH]1	33	0
CC1=C(C(=O)c2ccccc2)C(C)C(C(=O)c2ccccc2)=C(C)N1	/	12
COc1ccc2c(c1)CC(c1nc(N(C)CCCO)c3ccc(-c4cn[nH]c4)cc3n1)CO2 (configuration not stated)	19	-22
CCC[C@@H]1C[C@@H](C(=O)N[C@@H]([C@H]2O[C@H](SC)[C@H](O)[C@@H](O)[C@@H]2O)[C@@H](C)O)N(C)C1	/	-2
O=C(NC1CC1)c1ccc2cncc(-c3ccsc3)c2n1	/	36
O=C(NCCCN1CCCC1=O)c1ccc(-c2cccs2)s1	10	0
COc1ccc(-c2cc(C(F)(F)F)n3ncc(C(=O)NC(C)(C)C)c3n2)cc1	/	3
CCOC(=O)C(CC)Sc1nnc2n1CCN2c1ccccc1 (configuration not stated)	/	8
Nc1cccc(-c2nc(NCCOc3ccccc3)c3[nH]cnc3n2)c1	24	-33
SMILES	ASK1 primary	ULK1 primary
COc1cc(NC(=O)c2csc(-c3cccc(N)c3)n2)cc(OC)c1OC	-18	-12
O=C(NCCOc1ccccc1)c1ccc2nc(Nc3nccc4ccccc34)sc2c1	-17	6
OCCNc1ccnc(Nc2cnccn2)n1	-11	19
O=C(NC1CC1)c1ccc2nc(N3CCc4ccccc4C3)sc2c1	5	0
O=C(NCCN1CCOCC1)c1cncc(-c2ccc(N3CCOCC3)nc2)c1	-19	-10
O=C(Nc1ccccc1)c1cccc(-c2csc3ccccc23)c1	0	13
O=C(NCc1cccc(C(F)(F)F)c1)c1csc(N2CCN(Cc3ccc4c(c3)OCO4)CC2)n1	-3	-14
CN1CCN(C(=O)c2ccc(-c3nc(NCc4nc5ccccc5[nH]4)c4ncn(-c5ccsc5)c4n3)cc2)CC1	-21	9
COc1ccc(-c2nc(NCc3cccc(C(F)(F)F)c3)c3ncn(C4CCCCC4)c3n2)cc1	1	4
CN1CC(=O)N=C1N	/	-17
CC(=O)Nc1ccc(NC(=O)c2ccnc(-c3ccc(C(=O)N4CCN(C)CC4)cc3)c2)cc1	-1	-4
O=C(NCc1ccccc1)c1ccnc(N2CCC(N3CCOCC3)CC2)c1	10	7
Cc1nn(C)c(C)c1-c1nc(NCc2cccnc2)c2ncn(CCN3CCCC3=O)c2n1	-9	3
COc1ccc(CCNc2nc(N3CCN(c4ccccn4)CC3)nc3c2ncn3CCN2CCCC2=O)cc1	-4	-29
COc1cc(Nc2nc(-c3ccc(C(=O)N4CCN(C)CC4)cc3)ncc2C)cc(OC)c1OC	4	-2
Cn1nccc1Nc1ncc(C(=O)NCc2cccnc2)s1	-15	8
COc1ccc(/C=C2/C(=N)N3N=C(C(C)C)SC3=NC2=O)c(OC)c1OC	/	3
Cc1ccccc1OCc1nc2ccc(-c3ccnc(N)n3)cc2[nH]1	8	43*
O=C(NC1CC1)c1ccc2nc(NCCN3CCOCC3)sc2c1	-1	3
COc1ccc2c(c1)CC(c1nc(N3CCOCC3)c3ccc(-c4ccncc4)cc3n1)CO2 (configuration not stated)	-9	2
Nc1nc(NC2CCN(Cc3ccccc3)CC2)cc(NC2CCN(Cc3ccccc3)CC2)n1	-5	6
O=C(NCCOc1ccccc1)c1csc(N2CCN(Cc3ccc4c(c3)OCO4)CC2)n1	-12	-10
Cc1ncn(-c2ccc(Nc3ncc(Cl)c(Nc4ccccc4-c4ncn(C)n4)n3)cc2)n1	10	2
Cc1cnc(CNc2cc(-c3cccnc3)nc(C)n2)nc1	/	18
Cc1cnc(Nc2ccc(C(F)(F)F)cc2)nc1N	-25	10
SMILES	ASK1 primary	ULK1 primary
Oc1ccc(CCNc2nc(N3CCN(c4ccccn4)CC3)nc3c2ncn3C2CCCCC2)cc1	26	18
Cc1cnc(CNC(=O)c2ccc3cncc(-c4cc5ccccc5o4)c3n2)cn1	/	11
CN1CCN2c3ccccc3Cc3ccccc3C2C1 (configuration not stated)	/	9
O=C(N/N=C/c1ccco1)C1c2ccccc2Oc2ccccc21	/	-5
CC(C)N(CCNC(=O)c1cnc(NCc2ccc3c(c2)OCO3)s1)C(C)C	12	-3
Cc1ncn(-c2ccc(Nc3cc(-c4nocc4-c4ccnn4C)ccn3)cc2)n1	10	5
COc1ccc(CCNc2nc(N3CCN(c4ccccn4)CC3)nc3c2ncn3-c2ccccc2)cc1	16	-6
COC1=C(OC)C(=O)C(C/C=C(\C)CC/C=C(\C)CC/C=C(\C)CC/C=C(/C)CC/C=C(\C)CC/C=C(\C)CC/C=C(\C)CC/C=C(\C)CC/C=C(\C)CCC=C(C)C)=C(C)C1=O	/	-2
O=C1CCCN1CCCNc1nc(NCc2ccccc2)c2ncn(C3CCCCC3)c2n1	5	-8
O=C1CCCN1CCCNc1nc(Nc2cnccn2)nc2c1ncn2CCN1CCCC1=O	2	13
OCCNc1nc(Nc2ccccc2)nc2c1ncn2-c1ccsc1	3	17
CC1(C)C(/C=C/C=C/C=C/C=C2\N(CCCCS(=O)(=O)O)c3ccc4ccccc4c3C2(C)C)=[N+](CCCCS(=O)(=O)[O-])c2ccc3ccccc3c21	/	40
O=C1CCCN1CCn1cnc2c(NCCO)nc(NCc3cccnc3)nc21	0	5
CC(C)n1c(Nc2ncccn2)nc2c(NCc3nc4ccccc4[nH]3)ncnc21	1	11
OCC1CCCN1c1nc(NCCc2ccc(O)cc2)c2[nH]cnc2n1 (configuration not stated)	0	-13
CN(C)c1cccc(Nc2cc(C(=O)NCCCN3CCCC3=O)c3ccccc3n2)c1	-8	17
Cc1ccc(CN2C(=O)NC3(CCN(CC(=O)Nc4ccc(F)cc4)CC3)C2=O)cc1	/	-4
CC(=O)Nc1ccc(Nc2nc(-c3cccc(N)c3)nc3c2ncn3C2CCCCC2)cc1	-8	-35
C[C@@H]1C(=O)NC2=Nc3cccc(Cl)c3CN21	/	-3
c1cncc(CNc2nccc(NC3CC3)n2)c1	-2	-4
c1ccc(Nc2ccnc(Nc3ccc(N4CCOCC4)cc3)n2)cc1	23	8
O=C1CC2(CCCC2)CC(=O)N1CCCCN1CCN(c2ncccn2)CC1	/	-17
CCc1c(C)[nH]c2c1C(=O)C(CN1CCOCC1)CC2 (configuration not stated)	/	17
O=C(Nc1ccc(-c2cn[nH]c2)cc1)C1CCCNC1 (configuration not stated)	1	-4
O=C(NCc1ccccc1)c1cccc(-c2ccccc2)c1	-1	-4
SMILES	ASK1 primary	ULK1 primary
Cn1cc(-c2nc(Nc3ccc(-n4cnc(N5CCOCC5)n4)cc3)ncc2F)cn1	-37	19
OCCNc1ccnc(Nc2ccccn2)n1	0	6
Cc1cccc(C(CCO)NC(=O)Nc2ccc(-c3cn[nH]c3)cc2)c1 (configuration not stated)	-6	-11
O=C(Nc1cc2nsnc2c2nsnc12)c1ccccc1	/	2
OC(Cc1ccccc1)c1c[nH]c2ccc(-c3ccncc3)cc12 (configuration not stated)	15	4
CC(=O)c1cccc(-c2cccc(C(=O)Nc3ccc(Oc4ccccc4)cc3)n2)c1	-19	-8
CC(C)n1c(N2CCN(Cc3ccc4c(c3)OCO4)CC2)nc2c(Nc3ccccc3)ncnc21	8	0
Nc1cccc(-c2ccc(C(=O)Nc3ccc(N4CCOCC4)cc3)s2)c1	15	-35
Cc1cnc(-c2ccccc2)nc1NCCN(C(C)C)C(C)C	5	-5
CCCCCCCCCCCCCCCCN	/	-15
Nc1cccc(-c2nc(N)c3ncn(-c4ccccc4)c3n2)c1	-12	-16
O=C(NCCCN1CCCC1=O)c1cccc(NCc2ccc3c(c2)OCO3)n1	-11	-6
COc1cccc(Cn2cnc3ccc(-c4cn[nH]c4)cc3c2=O)c1	6	-1
NC(=O)C1CCN(C(=O)C(Cc2ccccc2)N2C(=O)c3ccccc3C2=O)CC1 (configuration not stated)	/	-6
O=C(NC1CC1)c1cccc(-c2ccccc2)c1	1	-1
CC(=O)Nc1ccc(Nc2cc(Nc3ccccc3)ncn2)cc1	7	2
Cc1ccc(-c2cccc3cnc(Nc4cccc(C(=O)N5CCN(C)CC5)c4)nc23)cn1	9	62*
